# LMPTP inh = blocks human LMPTP phosphatase. inhibition, % at 20 µM. AID 651560. 360,000 tested, 0.22% active. P24666. recombinant LMPTP-A, OMFP fluorogenic substrate, fluorescence intensity;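 active = compounds that cut the enzyme signal by at least half of the control window in the single-dose screen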;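 also: plate controls were DMSO wells with enzyme plus substrate for no effect and substrate without enzyme for full effect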
# Target sequence (P24666 whole entry, looked up): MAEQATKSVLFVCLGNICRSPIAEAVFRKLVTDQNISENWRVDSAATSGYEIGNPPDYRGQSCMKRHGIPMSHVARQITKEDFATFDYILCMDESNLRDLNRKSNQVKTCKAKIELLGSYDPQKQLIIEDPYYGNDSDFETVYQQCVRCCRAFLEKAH
#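 Material: LMPTP-A; amount: 0.625 nM enzyme; doses: single 20 µM dose; times: reaction 50 min, room temperature, dark; technique: fluorescence intensity of OMFP turnover product; benchmarks: no-enzyme and uninhibited controls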
# CendR NRP1 mod = NRP-1/CendR interaction modulation; FAM-RPARPAR peptide binding to NRP-1, fluorescence polarization; inhibition, % at 25 µM; 360,000 tested, 0.85% active; AID 602438;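 active = inhibition or corrected inhibition above about 18%, plus a signal ratio from 0.5 to 1.5, limit read from the data, passing the limit was not always enough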; also: strong numbers were not always called active
# bovine MsrA act = bovine methionine sulfoxide reductase A activation. 360,000 tested, 0.3% active. AID 602163. activation, % at 10.6 µM. purified bovine MsrA, absorbance read-out; in the data active = activation above about 7.5%;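 also: 0% = vehicle and 100% = reference activator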
# SUMO1 PPI mod = SUMO1-SIM interaction modulation. P63165. SUMO1 binding to a labelled peptide, TR-FRET, 1 h. inhibition, % at 20 µM. 360,000 tested, 0.33% active. AID 602429; in the data active = inhibition above about 37%
# Target sequence (P63165 whole entry, looked up): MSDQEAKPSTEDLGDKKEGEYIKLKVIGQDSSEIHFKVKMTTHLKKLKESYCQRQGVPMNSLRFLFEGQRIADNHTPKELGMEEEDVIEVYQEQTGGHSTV
# Scp-1 inhibitor = inhibitors of human Scp-1 phosphatase | Q9GZU7 | Recombinant Scp1, phosphopeptide, malachite green phosphate absorbance | inhibition, % at 20 µM | 340,000 tested, 0.88% active;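 active = inhibition above about 50% at 20 µM, limit read from the data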;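 also: plate controls were DMSO wells with enzyme for no effect and wells lacking enzyme for full effect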
#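 Material: truncated SCP-1 phosphatase (76-261aa) / Buffer or medium: 50 mM Tris acetate pH 5.5, 0.005% Tween-20, 10 mM MgCl2 / Compound dosing: one concentration, 20 µM, with 1.0% DMSO / Incubation: 45 min room-temperature reaction, 5 min colour, 30 min stabiliser / Detection: colorimetric free-phosphate detection, absorbance 630 nm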
# STEP inh = inhibitors of human striatal-enriched phosphatase STEP | AID 588621 | P54829 | 360,000 tested, 0.25% active | recombinant STEP, OMFP fluorogenic substrate, fluorescence | inhibition, % at 20 µM;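 active = inhibition at 20 µM, scaled per plate between control wells, above about 37%, limit read from the data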;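 also: 0% = DMSO with enzyme and substrate and 100% = substrate only without enzyme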
#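 Measure: Control-normalized % inhibition with plate pattern correction | Test system: STEP phosphatase, cell-free reaction | Medium: pH 6.0 Bis-Tris with DTT and Tween 20 | Technique: Fluorescence, 480/540 nm | Times: Reaction 20 min, ambient temperature | Doses: Single compound dose of 20 µM, 1% DMSO final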
# eLon inh = inhibits E. coli Lon protease | P0A9M0 | purified E. coli Lon protease, fluorescence polarization | inhibition, % at 7.94 µM | 360,000 tested, 0.42% active | AID 602123; in the data active = inhibition above about 13%, passing the limit was not always enough;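 also: 0% = enzyme with probe and DMSO and 100% = no enzyme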
# Target sequence (P0A9M0 whole entry, looked up): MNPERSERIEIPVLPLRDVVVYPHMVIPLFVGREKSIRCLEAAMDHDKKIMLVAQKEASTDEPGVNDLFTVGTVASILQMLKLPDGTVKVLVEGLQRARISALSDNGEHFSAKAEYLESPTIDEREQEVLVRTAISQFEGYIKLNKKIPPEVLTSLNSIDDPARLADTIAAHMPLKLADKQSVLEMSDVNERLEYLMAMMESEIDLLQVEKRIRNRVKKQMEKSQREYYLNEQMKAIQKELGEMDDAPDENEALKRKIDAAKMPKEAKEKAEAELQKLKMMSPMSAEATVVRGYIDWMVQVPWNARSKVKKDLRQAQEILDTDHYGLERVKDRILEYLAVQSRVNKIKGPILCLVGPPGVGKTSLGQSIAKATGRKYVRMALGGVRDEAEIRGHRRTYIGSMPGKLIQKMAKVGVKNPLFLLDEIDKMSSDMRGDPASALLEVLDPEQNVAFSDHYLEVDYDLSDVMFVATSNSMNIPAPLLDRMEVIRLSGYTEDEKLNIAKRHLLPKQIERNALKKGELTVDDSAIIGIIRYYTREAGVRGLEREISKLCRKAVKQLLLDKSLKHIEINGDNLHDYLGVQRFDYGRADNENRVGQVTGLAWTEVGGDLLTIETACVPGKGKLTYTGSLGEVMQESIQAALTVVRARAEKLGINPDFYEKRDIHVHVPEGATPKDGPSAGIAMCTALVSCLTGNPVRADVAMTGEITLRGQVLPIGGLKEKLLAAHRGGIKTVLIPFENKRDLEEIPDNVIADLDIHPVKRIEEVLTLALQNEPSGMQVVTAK
# MsrA inh = inhibitors of bovine MsrA; purified bovine MsrA, absorbance read-out; inhibition, % at 15.5 µM; 360,000 tested, 0.75% active; AID 651718; in the data active = inhibition above about 4.5%;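 also: 0% = vehicle wells with enzyme and 100% = reference inhibitor wells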
# DNMT1 block = inhibitors of human DNMT1 | 360,000 tested, 0.83% active | inhibition (reported as % activation of signal), % at 10 µM | DNMT1 molecular beacon, Hinp1I cleavage, fluorescence | AID 588458; in the data active = inhibition above about 50%
# TbMetRS inhib = blocks T. brucei methionyl-tRNA synthetase activity; purified T. brucei MetRS, ATP depletion, Kinase-Glo luminescence; inhibition, % at 11.9 µM; 360,000 tested, 0.4% active; AID 624268;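 active = inhibition above a per-plate cutoff of the control wells' mean inhibition plus 3 SD, cut at about 5.5% in these data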;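 also: 0% = DMSO wells median and 100% = median of wells with control inhibitor compound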
#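 Dosing: 11.9 µM compound single dose, 0.9% DMSO; Assay system: purified T. brucei MetRS enzyme; Measured by: Kinase-Glo luciferase luminescence reporting remaining unconsumed ATP; Schedule: 15 min plus 2 h at 25 °C.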
# The depositor's hits bear a star; . = no result given.
SMILES,LMPTP inh,CendR NRP1 mod,bovine MsrA act,SUMO1 PPI mod,Scp-1 inhibitor,STEP inh,eLon inh,MsrA inh,DNMT1 block,TbMetRS inhib
COc1cc(NC(=S)N2CCN(S(C)(=O)=O)CC2)cc(OC)c1,-0.2,-1,-3,3,-13,4,-5,-0.8,-1,0.5
CC(=O)N1CCc2cc(C(=O)CN3CCN(c4ccccc4F)CC3)ccc21,1.5,-3,-2,-1,-9,0,-3,3.2,-3,0.0
COc1cc(/C=N\NC(=O)c2ccc(C)nc2)ccc1OC(=O)c1ccco1,0.5,6,-11,-1,9,-1,-5,1.6,-1,-0.7
Cc1ccc(NC(=O)C2CCN(S(=O)(=O)c3ccccc3)CC2)cc1,0.6,2,-2,0,9,-2,0,-1.5,2,0.0
CCOc1cc(C2NC(=O)NC(C)=C2C(=O)OC(C)CC)cc(Br)c1O (stereo not drawn),-1.8,0,2,3,-8,-6,-3,-0.2,-4,0.5
CC(=O)Nc1cc(-c2ccc(N3CCN(C)CC3)cc2)cn2c(-c3cccc(C(=O)N(C)C)c3)cnc12,-0.3,-14,-6,-29,.,2,-16,1.1,-4,0.1
Cc1ccc(S(=O)(=O)CCC(=O)Nc2ccc3c(c2)OCO3)cc1,-0.6,-16,-12,-1,-2,-4,-9,2.4,3,-0.1
NC(=O)COC(=O)CSc1cccc2cccc(Cl)c12,0.5,4,-8,-9,-1,3,0,-0.5,-4,-1.1
O=C(OCc1ccc(Cl)cc1)c1cccnc1Cl,0.6,4,-3,-1,-7,8,-7,-2.1,2,0.2
CC(C)N(Cc1ccccc1)C(=O)CC(=O)N(Cc1ccccc1)C(C)C,0.4,10,-2,2,-8,-1,-9,1.7,1,0.0
CCCCC(=O)Nc1ccc(S(=O)(=O)N2CCCCC2c2cccnc2)cc1 (stereo not drawn),-0.6,6,-3,3,-8,-3,2,-0.1,-3,0.1
Cc1c(/C(O)=C2/C(=O)C(=O)N(Cc3cccnc3)C2c2cccs2)cnn1-c1ccccc1 (stereo not drawn),2.5,1,-4,-8,3,5,-1,2.3,1,-0.3
CCc1ccc(CNC(=O)CCS(=O)(=O)Cc2ccc(C)cc2)cc1,-0.6,5,-10,3,3,-3,-15,-0.4,3,-0.7
Cc1cc(C)n2nc(SCC(=O)N3CCCC(C)C3)nc2n1 (stereo not drawn),-1.0,14,-3,-10,0,-5,1,-0.6,2,-0.3
O=C(CN1C(=O)C2CC=CCC2C1=O)Nc1ccc(OC(F)(F)F)cc1 (stereo not drawn),-0.1,2,-2,1,-10,-3,4,-0.3,-5,-0.1
O=C(Nc1ccc(Cl)cc1)N1CCc2ccccc2C1,-0.4,-4,-4,-1,-12,0,-6,0.2,3,-0.4
O=C(O)CCNc1cc2ccccc2cc1C(=O)O,0.3,-10,-4,13,3,7,-6,-0.2,1,0.2
CC(=O)c1ccc(NC(=O)Cn2cnc(S(=O)(=O)N3CCc4ccccc43)c2)cc1,0.9,12,-10,-11,13,0,-6,-0.6,-2,-0.9
CCCCn1c(N)c(N(CCOC)C(=O)CN(C)S(=O)(=O)c2ccc(F)cc2)c(=O)[nH]c1=O,-0.9,0,2,5,1,-1,-5,-0.3,1,-0.3
CCOC(=O)Cn1c2ccccc2c2nc3ccccc3nc21,0.7,-8,-4,-12,2,3,-2,0.6,1,-0.5

# Record cards, as listed above. Screens in order: LMPTP inh, CendR NRP1 mod, bovine MsrA act, SUMO1 PPI mod, Scp-1 inhibitor, STEP inh, eLon inh, MsrA inh, DNMT1 block, TbMetRS inhib
# CC(=O)c1ccc(NC(=O)Cn2cnc(S(=O)(=O)N3CCc4ccccc43)c2)cc1 in the list: 0.9, 12, -10, -11, 13, 0, -6, -0.6, -2, -0.9
# CC(C)N(Cc1ccccc1)C(=O)CC(=O)N(Cc1ccccc1)C(C)C in the list: 0.4, 10, -2, 2, -8, -1, -9, 1.7, 1, 0.0
# O=C(O)CCNc1cc2ccccc2cc1C(=O)O in the list: 0.3, -10, -4, 13, 3, 7, -6, -0.2, 1, 0.2
# NC(=O)COC(=O)CSc1cccc2cccc(Cl)c12 in the list: 0.5, 4, -8, -9, -1, 3, 0, -0.5, -4, -1.1
# Cc1c(/C(O)=C2/C(=O)C(=O)N(Cc3cccnc3)C2c2cccs2)cnn1-c1ccccc1 (stereo not drawn) in the list: 2.5, 1, -4, -8, 3, 5, -1, 2.3, 1, -0.3

# Continued.
SMILES,LMPTP inh,CendR NRP1 mod,bovine MsrA act,SUMO1 PPI mod,Scp-1 inhibitor,STEP inh,eLon inh,MsrA inh,DNMT1 block,TbMetRS inhib
CCOc1ccc(CC(=O)Nc2nccs2)cc1OCC,-1.9,-11,-4,-3,1,0,-2,0.7,-6,-1.0
CCCOc1ccc(Cl)cc1CNc1ccccc1,3.7,0,-3,1,-4,4,-3,-0.4,-3,0.0
C/C=C/c1ccc(OCC(=O)Nc2cc(C(F)(F)F)ccc2N2CCOCC2)c(OC)c1,5.4,12,-1,-1,-9,13,-4,-0.3,-5,0.2
O=C(Nc1cc(C(F)(F)F)ccc1N1CCOCC1)c1cncc(Br)c1,-0.5,16,-2,3,-5,-1,2,0.5,-6,0.1
O=C(CN(C(=O)CNC(=O)c1ccco1)c1ccc(F)c(Cl)c1)NC1CCCCC1,-0.3,7,-2,4,-10,-4,0,-0.8,-4,-0.4
Cc1onc(-c2ccccc2Cl)c1C(=O)Oc1cccc2cccnc12,2.1,5,-1,6,-4,1,3,0.1,-2,0.5
C=CS(=O)(=O)N(Cc1ccccc1Br)[C@H](CO)CC(C)C,-1.1,-23,-2,2,-6,-2,0,-0.6,8,-0.3
Cc1ccc(C)c(N2CCN(C(=O)c3csc(C)c3C)CC2)c1,0.3,-6,-4,2,-5,6,-5,-1.1,-4,0.1
COC(=O)c1ccccc1NC(=O)CSc1nnc(COc2cccc(OC)c2)n1C,-1.1,-6,2,0,-4,-4,-1,0.3,-3,-0.7
COc1cc2ccccc2c2c1CCCC2=O,2.2,3,-1,-11,0,-2,-2,1.7,2,-1.0
O=C(NNc1nc(N2CCOCC2)nc(N2CCOCC2)n1)c1ccccc1,-0.5,2,-1,1,-8,2,-16,0.2,9,-0.3
COc1cc(C(=O)N/N=C/c2ccsc2C)cc(OC)c1OC,-1.8,-4,-5,-9,1,-1,-4,3.1,0,-0.9
Cc1cc(C)c(S(=O)(=O)N2CCN(C(=O)C(C)Cn3cncn3)CC2)c(C)c1 (stereo not drawn),-0.8,-1,0,2,-8,2,-7,0.7,1,-0.2
CC(O)CO (stereo not drawn),-0.4,4,-4,2,12,2,-3,0.6,-1,-0.6
COc1ccc(C(CC(=O)O)N2C(=O)CCC2=O)cc1 (stereo not drawn),0.2,5,-2,2,-10,0,3,-0.3,1,-0.8
O=C1COc2ccccc2C(c2nc3ccccc3[nH]2)N1C1CC1 (stereo not drawn),-1.1,-4,-3,-2,.,.,3,0.8,.,-0.7
Cc1cccc2sc(NC(=O)C3CSC4(C)CCC(=O)N34)nc12 (stereo not drawn),0.6,10,-2,9,-5,1,-8,-0.2,1,0.2
O=C(NN1CCCCC1)c1cccc(COc2ccc(Cl)cc2)c1,-0.7,8,-4,2,-8,-1,4,-0.7,3,0.2
CC(C)(C)S(=O)(=O)N1Cc2cc(=O)n(Cc3ccccc3)c(CCO)c2[C@@H]1CCO,-2.4,-11,-8,-2,12,-2,0,-0.3,-7,-0.9
COc1cccc(CNc2ncc(-c3ccccc3)n2C)c1,0.8,3,1,4,-3,0,8,0.8,-1,-0.3
CCc1cc2c(=O)[nH]c(N3CCCC3)nc2s1,-1.4,-2,-6,1,-4,-8,-2,2.2,1,-0.9
c1ccc(C2Nc3ccccc3Oc3ccccc32)cc1 (stereo not drawn),2.4,-11,-8,2,-4,4,4,-0.5,-7,-1.2
CCCCNC(=O)Cn1cnc2c(cnn2-c2ccc(C)c(C)c2)c1=O,-0.3,0,-12,1,6,-6,3,0.7,7,-1.1
Nc1nc(Nc2ccccc2)nc(NCc2ccco2)c1[N+](=O)[O-],2.2,10,-9,-17,0,1,3,2.5,-4,-0.5
NC(=S)NN=C(c1ccc(F)cc1)C1CC1,-0.9,0,0,-2,-8,-2,-4,1.0,1,-0.3
O=C(Cn1ncc2c(=O)oc3ccccc3c21)N1CCCc2ccccc21,0.0,-5,-12,0,-2,-1,4,-0.1,3,-1.1
Cc1cc(C)c(S(=O)(=O)N2CCOCC2)cc1C,-2.4,3,-5,0,-13,2,-4,2.8,4,-0.3
CC(C)C(C(=O)Nc1ccc2c(c1)OCCO2)N1C(=O)c2ccccc2C1=O (stereo not drawn),-0.6,1,1,-4,0,0,8,-0.2,1,-1.3
Cn1c(N)c(C(=O)COC(=O)c2ccccc2NCc2ccco2)c(=O)n(C)c1=O,0.7,-18,-2,19,2,2,3,-0.5,-5,0.0
Cc1cc(NC(=O)c2ccc(S(=O)(=O)N3CCOCC3)cc2)no1,0.0,3,-11,2,9,-1,1,-0.5,3,-1.3
COc1cc(-c2cc(N)n(S(=O)(=O)c3ccccc3)n2)cc(OC)c1OC,1.5,-8,1,8,-9,2,1,-1.2,-1,-0.4
CC(Oc1cccc2ccccc12)C(=O)N/N=C/c1cccnc1 (stereo not drawn),-1.7,3,-7,-14,9,-3,13,0.5,2,-0.5
Cc1cccc(C(O)(C(=O)NNc2ccc3ccccc3n2)c2cccc(C)c2)c1,0.1,19,-3,3,-5,-2,6,0.6,-1,1.8
CCOc1cc2[nH]c(=O)n(CCCN3CCCC3=O)c(=O)c2cc1OCC,-1.3,-7,0,3,-4,-17,0,0.0,-5,-0.1
COc1cc2[nH]c(=S)nc(NC3CCCCCC3)c2cc1OC,2.9,10,-6,27,7,2,-7,1.6,22,-0.3
COc1cccc(OCC(O)CN2CCC(CN3C(=O)c4cccc5cccc(c45)C3=O)CC2)c1 (stereo not drawn),19,8,-1,-26,7,-1,-1,1.0,17,0.3
CCN(CC)Cc1c(C(=O)N/N=C/c2ccc(C)o2)nnn1-c1nonc1N,-1.4,3,-2,-19,-3,-1,1,3.9,1,-0.3
O=C(CN1CCN(Cc2ccc(F)cc2)C1=O)NC1CCCC1,0.4,8,-2,0,-5,-3,-6,-0.2,0,-0.4
CC(=O)c1c(COC(=O)c2ccc(Cl)cc2)nc2ccccc2[n+]1[O-],1.2,-12,-3,-15,-11,2,0,-0.7,0,-0.6
CCC(=O)N=c1n(C)c2ccccc2n1CCOc1ccccc1,-2.9,-8,-1,1,-7,-4,-9,0.1,-2,0.3
CCN(CC)CCC(=O)NC(C)(C)Cc1ccc(O)cc1,-0.1,-4,-2,-2,-3,-3,-4,-0.5,3,-0.3
CCOC(=O)CN1CC23C=CC(O2)C(C(=O)NC2CCCCCC2)C3C1=O (stereo not drawn),-0.6,-4,0,-5,-1,0,-7,1.9,4,0.0

# From PubChem BioAssay
